S2 tox: Viability Counterscreen for Primary qHTS for Inhibitors of ATXN expression | Potency, µM (highest dose often 56.7 µM), hits mostly cytotoxic | S2 cells (HEK-293 line with an ATXN2-luciferase reporter) viability, CellTiter-Fluor protease fluorescence, 24 h | 0.49% of 400,000 active; note: potency is the fitted concentration of half-maximal effect; nearly all actives have a fitted effect of over 40% in size
Nrf2 activator: qHTS of Nrf2 Activators. AREc32 ARE-luciferase reporter (MCF7-derived line), luminescence, 24 h. Potency, µM (highest dose often 46.1 µM), inactives show at the top dose activation, usual class: activators. 0.31% of 410,000 active. AID 624171, 2012; note: potency is the fitted concentration of half-maximal effect; % of control where 0% means no effect; nearly all actives have a fitted effect of over 65% in size
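AREc32 cells carrying an ARE-driven firefly luciferase, 1000 cells/well in OPTI-MEM with 5% FBS, dosed after overnight attachment and incubated 24 hr at 37 deg C. Steady-Glo luminescence read after 30 min at RT.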
A549 tox: Nrf2 qHTS screen for inhibitors: counterscreen for cytotoxicity; A549 ARE-Fluc cells, CellTiter-Fluor viability, 18-24 h; Potency, µM (series often up to 46 µM), for inactives: at the highest dose activity change, negative = cytotoxicity, usual class: inhibitors; 0.16% of 390,000 active; AID 504648, 2011; note: potency is the fitted concentration of half-maximal effect; % is set by controls: 0 for no effect and ±100 for the full control effect
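A549 ARE-Fluc cells in 5% FBS OPTI-MEM, 5000 cells/well, rested 2 h then exposed to compounds in concentration-response for 18-24 h at 37 °C. Viability by CellTiter-Fluor fluorescence (Ex 405/Em 525) after 30 min; luciferase luminescence (BugLite, 15 min, RT) read afterwards.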
HepG2 tox: qHTS for Inhibitors of TGF-b: Cytotox Counterscreen; HepG2 CAGA-GFP viability, ATP luminescence, 18 h; Potency, µM (doses to about 46.1 µM), for inactives: top-dose activity change, negative = cytotoxicity, actives largely listed as cytotoxic; 0.76% of 410,000 active; note: potency is the fitted concentration of half-maximal effect; some results filed as inactive show a strong effect at the top dose
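CellTiter-Glo luminescence gave cytotoxicity after 18 hours at 37 degrees C. The cells were HepG2 CAGA-GFP in 1% FBS DMEM, stimulated with 500 pg/mL TGF-beta after compound addition. %Activity was normalised to no-cell wells (complete cell-killing) and DMSO (no toxicity), and curves were fitted and classified.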
Nrf2 block: Nrf2 qHTS screen for inhibitors | A549 ARE-Fluc reporter, luciferase luminescence, 18-24 h | Potency, µM (highest dose often 46 µM), without a hit: at the top dose activity change, negative = inhibition, usual class: inhibitors | 2.1% of 360,000 active; note: potency is the fitted concentration of half-maximal effect; % is set by controls: 0 for no effect and ±100 for the full control effect; nearly all actives have a fitted effect of over 60% in size
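A549 ARE_Fluc cells, 5000/well, 5% FBS OPTI-MEM; compounds in dose-response, 18-24 h at 37 °C/5% CO2; CellTiter-Fluor viability read (Ex 405/Em 525), then BugLite luciferase luminescence = Nrf2 activity.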
ATXN2 expr inh: Primary qHTS for Inhibitors of ATXN expression | 0.72% of 360,000 active | AID 1745845, 2022 | HEK-293 ATXN2-luciferase reporter, luminescence, 24 h | Potency, µM (doses to about 57 µM), without a hit: at the highest dose activity change, negative = inhibition, usual class: inhibitors; note: potency is the fitted concentration of half-maximal effect; % is set by controls: 0 for no effect and ±100 for the full control effect; nearly all actives have a fitted effect of over 55% in size
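qHTS (up to 57 uM final) was run with 24 h compound exposure of reporter cells at 37 °C. Each well was multiplexed: SteadyGlo luminescence measured ATXN2-luciferase expression after a fluorogenic Gly-Phe-AFC viability readout (25 uM final).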
IL2 activator: qHTS of IL-2 Activators | 0.065% of 360,000 active | activation, % (series mostly up to about 46 µM) | AID 652025, 2013 | IL-2 activation reporter assay, cell-based qHTS; stimulated with anti-CD3/CD4/CD28 beads; in transgenic mouse T cells; in the data active = activation above about 50%; inconclusive = mostly about 30% to 49%; note: 0% is about no effect
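Readout is EGFP and DsRed signal by fluorescent plate cytometry after 18 h at 37 degrees C. Transgenic mouse T cells (750/well) received compound for 60 min before bead stimulation (anti-CD3, anti-CD4, anti-CD28); memory T cells served as non-tolerant control.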
EPAC2 agonist: qHTS for Agonist of cAMP-regulated guanine nucleotide exchange factor 4 (EPAC2): primary screen; 0.079% of 360,000 active; EPAC2 activation, biochemical qHTS; response scale: 100% = 6.5 mM cAMP response; Potency, µM (doses to about 154 µM), inactives show at the top dose activation, usual class: activators; note: potency is the fitted concentration of half-maximal effect; nearly all actives have a fitted effect of over 50% in size
Target sequence (Q8WZA2 whole entry, looked up): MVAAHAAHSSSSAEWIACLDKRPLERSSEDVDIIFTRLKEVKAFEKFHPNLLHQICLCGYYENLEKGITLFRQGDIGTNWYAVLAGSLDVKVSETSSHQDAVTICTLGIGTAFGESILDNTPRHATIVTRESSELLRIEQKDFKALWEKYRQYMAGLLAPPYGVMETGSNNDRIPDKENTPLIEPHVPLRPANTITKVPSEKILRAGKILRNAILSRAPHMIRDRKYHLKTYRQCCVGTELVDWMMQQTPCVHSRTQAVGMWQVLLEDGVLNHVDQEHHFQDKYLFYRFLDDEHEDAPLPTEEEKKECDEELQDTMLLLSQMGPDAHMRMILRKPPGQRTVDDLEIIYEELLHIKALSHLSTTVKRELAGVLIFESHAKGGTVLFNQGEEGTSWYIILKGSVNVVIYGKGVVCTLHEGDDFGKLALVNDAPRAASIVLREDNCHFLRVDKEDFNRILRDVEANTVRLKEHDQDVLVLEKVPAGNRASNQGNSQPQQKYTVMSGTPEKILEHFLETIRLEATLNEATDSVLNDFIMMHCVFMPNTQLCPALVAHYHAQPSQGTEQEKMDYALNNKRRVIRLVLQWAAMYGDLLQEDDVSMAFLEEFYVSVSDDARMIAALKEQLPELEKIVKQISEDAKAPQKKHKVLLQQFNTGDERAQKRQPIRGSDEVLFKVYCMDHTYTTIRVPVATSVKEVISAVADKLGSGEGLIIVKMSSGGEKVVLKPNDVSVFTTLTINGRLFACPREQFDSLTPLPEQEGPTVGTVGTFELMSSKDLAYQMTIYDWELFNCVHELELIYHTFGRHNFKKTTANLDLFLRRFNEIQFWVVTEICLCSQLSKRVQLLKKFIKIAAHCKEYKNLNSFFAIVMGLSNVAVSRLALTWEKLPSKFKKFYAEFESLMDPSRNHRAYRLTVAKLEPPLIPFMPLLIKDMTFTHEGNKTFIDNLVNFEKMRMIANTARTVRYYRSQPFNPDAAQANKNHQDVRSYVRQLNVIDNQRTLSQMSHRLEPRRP
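qHTS, titration series. 100 nM EPAC2 / 250 nM Rap1B-BODIPY-GDP / 50 uM GDP; RT; ex 480/em 540 nm, 5-min reads to 30 min. Norm. to 6.5 mM cAMP = activation.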
TGFb SMAD3 inh: qHTS for Inhibitors of TGF-b; HepG2 CAGA-GFP TGF-b/SMAD3 reporter, GFP fluorescence, 18 h; TGF-beta stimulated, 500 pg/mL final; Potency, µM (series often up to 46.1 µM), for the others: at the top dose activity, negative = inhibition, actives largely listed as inhibitors; 1.2% of 410,000 active; note: potency is the fitted concentration of half-maximal effect; % is set by controls: 0 for no effect and ±100 for the full control effect; nearly all actives have a fitted effect of over 65% in size
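Inhibition was scored as loss of TGF-beta-induced (500 pg/mL final, 18 hours, 37 degrees C) GFP in HEPG2 cells carrying a CAGA-GFP reporter, in DMEM with 1% FBS. Well GFP was summed per cell; Activity was normalised to unstimulated and stimulated DMSO wells, then concentration-response fitting.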
* marks the source's active call; other numbers are inactive results; i = inactive; ? = inconclusive; nt = no result given; & = joins results of further samples; [ ] = remark or other dose. Unless noted, calls come from the whole dose curve; as a rule, active = well fitted curve in the direction sought with a large enough effect; inconclusive = small, poorly fitted or top-dose-only effect, or another doubt; inactive = no such curve, though single readings can be large; an effect the other way counts as inactive or inconclusive.

mol	S2 tox	TGFb SMAD3 inh	HepG2 tox	Nrf2 block	EPAC2 agonist	Nrf2 activator	A549 tox	ATXN2 expr inh	IL2 activator
CCCCCOc1ccc(C(=O)NC(CCC)C(=O)O)cc1 (stereo not given)	i	-14%	8%	-10%	-11%	-0.2%	-5%	-7%	0.5
COc1ccc(-c2nc(NC(=O)C3CC(=O)N(Cc4ccco4)C3)sc2C)cc1 (stereo not given)	i	?	-23%	23µM*	16%	-1.0%	?	-35%	-0.5
O=C(Nc1ccc(F)cc1F)C1CCN(S(=O)(=O)c2ccc3[nH]c(=O)ccc3c2)CC1	i	19%	-4%	nt	nt	0.6%	-15%	14%	nt
Cc1nc(Cc2nnc(SCC(=O)N3CC(=O)Nc4ccccc43)o2)cs1	i	-2%	-5%	-1%	-4%	0.0%	1%	2%	0.1
O=C(NCCc1ccco1)C(=O)NCC1OCCCN1S(=O)(=O)c1ccc(F)cc1 (stereo not given)	i	-1%	-35%	-14%	10%	-0.7%	9%	-7%	-1.5
COc1ccc(C2=NC(c3ccncc3)=Nc3ccc(Br)cc3N2)cc1	i	-3%	-25%	-17%	nt	1.5%	4%	-15%	nt
CCC(=O)Nc1ccc(NC(=O)Cc2ccccc2)cn1	i	19%	0%	3%	8%	-0.2%	10%	2%	0.8
Cc1cc(OC(C)C(=O)NCc2cccnc2)c2c(C)cc(=O)oc2c1 (stereo not given)	i	4%	-2%	23%	-1%	0.4%	0%	-3%	-2.2
O=C(O)CCCN=C1CCCc2ccccc2N1	i	-16%	-3%	-20%	3%	-0.1%	-11%	-12%	-1.7
N#CC(C(N)=O)=C1CCC2(CC1)OCCCCO2	i	26%	-3%	nt	3%	-1.3%	6%	-5%	2.4
Cc1ccc(OCC(=O)c2cc(C)n(-c3ccccc3)c2C)c([N+](=O)[O-])n1	i	?	-15%	?	14%	-0.5%	-2%	3.2µM*	-0.8
NC(=O)/C(=C/c1ccco1)C(N)=S	i	7%	0%	-2%	2%	2.3%	-4%	-17%	-0.7
COc1cccc(/C=N/n2c(=S)n(C)c3cc(C)c(C)cc32)c1OC	i	0%	-14%	-1%	11%	0.3%	11%	-1%	-0.2
FC(F)(F)COc1ccc(-n2ccnc2)nn1	i	-4%	-21%	?	5%	0.1%	0%	-13%	2.3
CCc1ccc(CCC(=O)Nc2nnc(C)s2)o1	i	-23%	-1%	-15%	9%	-0.6%	1%	7%	-1.0
O=C(COc1ccccc1[N+](=O)[O-])Nc1cc(-c2nc3cc(Cl)ccc3o2)ccc1Cl	i	9%	-19%	-3%	nt	0.1%	-1%	17%	nt
O=C(COc1ccc([N+](=O)[O-])cc1)Nc1cc(C(=O)O)cc(C(=O)O)c1	i	-25%	-1%	1%	0%	-0.2%	-1%	-6%	-1.1
COc1cccc(C(=O)Nc2nnc(S(=O)(=O)N(C)Cc3ccccc3)s2)c1	i	-3%	-3%	-16%	1%	-0.3%	-3%	3%	-1.6
COC(=O)c1ccc(NC(=O)CSC2=NC(=O)C(c3ccccc3)C(=O)N2)cc1 (stereo not given)	i	-3%	40%	-8%	-4%	0.0%	-9%	-16%	-0.5
Cc1c(Cl)c(=O)oc2cc(OCC(=O)NCc3cccs3)ccc12	i	5%	0%	-4%	6%	0.2%	6%	-36%	-1.6

The listing continues.
mol	S2 tox	TGFb SMAD3 inh	HepG2 tox	Nrf2 block	EPAC2 agonist	Nrf2 activator	A549 tox	ATXN2 expr inh	IL2 activator
CCOC(=O)c1sc(NC(=O)CS(=O)(=O)c2ccc(C)cc2)nc1C	?	-14%	-14%	-3%	-1%	3.7%	3%	?	0.4
CCn1ccc2c(OCC(=O)Nc3ccccc3C)cccc2c1=O	i	?	-1%	nt	nt	2.2%	7%	-22%	nt
O=c1c2cccnc2[nH]c(=S)n1CCCN1CCN(c2ccccc2F)CC1	i	15%	-36%	0%	-2%	-1.8%	0%	28%	0.0
NC(=O)c1nsc(C(=O)N(CC(=O)NCc2ccc(F)cc2)Cc2ccco2)c1N	i	-4%	7%	-3%	13%	2.6%	3%	2%	-4.8
O=C(NCc1ccco1)C(c1ccccc1)N(C(=O)Cc1cccs1)c1cccnc1 (stereo not given)	i	-16%	-12%	24%	10%	-0.5%	0%	-6%	0.4
O=C1Nc2ccccc2/C1=C/c1cnc(-c2ccccc2)[nH]1	nt	0%	16%	?	-1%	?	5%	59%[activator]	0.8
Cc1ccc(C(=O)N2CCN(c3ccc(NC(=S)NC(=O)c4cccs4)cc3)CC2)cc1	i	-21%	-24%	?	10%	-0.4%	1%	?	-0.5
CC1(C)CNC(=O)c2sc(N3CCCCC3)nc2C1	i	24%	0%	?	7%	0.4%	2%	26%	-2.9
Cc1cc(Cl)ccc1NC(=O)Nc1c(C)n(-c2ccccc2)c(=O)n1C	i	30%[activator]	-10%	nt	7%	-0.1%	5%	0%	1.1
O=C1N=C(N2C=CC(=C3C=CNC=C3)C=C2)/C(=C/N=NC(=O)c2ccccc2O)S1	i	3%	9%	5%	2%	0.3%	?	7%	0.4
Cc1c(N=C2N=C(NC(=O)c3cccs3)c3ccccc32)c(=O)n(-c2ccccc2)n1C	i	10%	-2%	?	6%	2.3%	?	-17%	-1.1
COc1ccc(-c2nc(Cn3c(=O)cc(C)c4c(C)nn(-c5ccccc5)c43)c(C)o2)c(OC)c1	i	-3%	4%	17%	nt	-0.5%	1%	7%	nt
CN1CCS/C1=C/C=C1/SC(=S)N(Cc2ccccc2)C1=O	?	157%[activator]	1%	9%	-11%	5.3%	?	34%	3.3
C=CCN(C(=O)c1csnn1)C(C(=O)NC1CCCCC1)c1ccc(C)cc1 (stereo not given)	i	12%	-2%	5%	-2%	2.4%	-2%	24%	1.1
C#CCOCCOCCOCCNc1nc(N2CCN(C(=O)Cn3cc(CCCCN)nn3)CC2)nc(N2CCN(C(=O)Cn3cc(CCCN=C(N)N)nn3)CC2)n1	i	-36%	4%	-14%	1%	0.6%	-1%	5%	0.3
COc1ccc(N2CCN(C(=O)CCCNC(=O)Cn3cnc4sc(C)c(C)c4c3=O)CC2)cc1	i	-5%	-27%	-21%	0%	0.3%	-3%	10%	-1.0
OC(COc1ccccc1)CN1CCN(Cc2ccc3c(c2)OCO3)CC1 (stereo not given)	i	0%	0%	3%	10%	1.3%	3%	-9%	1.1
CCCc1cc(C(=O)Nc2cccnc2)no1	i	7%	-11%	?	-7%	4.2%	3%	8%	-1.8
COc1ccc(S(=O)(=O)N2CCSC2c2ccc(OC)c(OC)c2)cc1 (stereo not given)	i	-1%	-15%	?	21%	-0.4%	4%	-14%	-3.2
CC1CCCN(CCCNC(=O)c2cc3c(Cl)nc4ccccc4c3s2)C1 (stereo not given)	?	-2%&-1%	-17%&-17%	?	-3%	4.8%&8.7%	?	?	-2.9

Continuation.
mol	S2 tox	TGFb SMAD3 inh	HepG2 tox	Nrf2 block	EPAC2 agonist	Nrf2 activator	A549 tox	ATXN2 expr inh	IL2 activator
CCOC(=O)CNC(=O)CSc1cc(C)nc2ccc(OC)cc12	i	0%	-35%	-13%	5%	3.3%	-4%	32%[activator]	-1.4
O=C(Nc1ccc2cccnc2c1)c1ccc(Br)cc1	nt	-22%	-27%	?	21%	22%	14%	nt	0.1
CC(=O)NCCc1ccc(S(=O)(=O)N2CCOCC2)cc1	?	-3%	7%	18%	0%	-0.5%	1%	-2%	1.4
O=S(=O)(Nc1cccc2ncccc12)c1cccc(C(F)(F)F)c1	i	?	-19%	?	10%	0.8%	-2%	nt	-0.3
O=C(N/N=C\c1cccnc1)c1cc(-c2ccc(Cl)s2)[nH]n1	i	-1%	-10%	8%	13%	-0.5%	17%	-30%	-0.4
CCNS(=O)(=O)c1ccc(Br)c(OC)c1	?	-2%	-6%	-22%	-1%	-0.2%	-23%	-2%	-3.4
CN1C(=O)C(=O)N(c2cccc(C(F)(F)F)c2)C1=O	?	28%	1%	14%	-3%	0.3%	3%	2%	-1.7
Cc1cccc(C(=O)O/N=C/c2c(Cl)n(C)c3ccccc23)c1	i	-1%	0%	nt	9%	16%	-5%	-2%	-0.1
COc1ccc(N2CCN(C(=O)Cn3cnc4sc(C)c(S(=O)(=O)N5CCOCC5)c4c3=O)CC2)cc1	i	-3%	-13%	-1%	11%	-0.6%	-12%	-12%	-1.5
CC(=O)c1cccc(NC(c2ccc(F)cc2)c2nnc(-c3ccccc3)o2)c1 (stereo not given)	i	5%	-3%	nt	nt	5.7%	-2%	?	nt
O=C1C(=O)N(CCCn2ccnc2)C(c2ccc([N+](=O)[O-])cc2)/C1=C(\O)c1ccc2c(c1)OCCO2 (stereo not given)	i	-25%	-6%	18%	6%	-0.5%	10%	-9%	0.2
